Screens (PubChem BioAssay)
FXIIa inh = blocks human coagulation factor XIIa activity; P00748; purified human FXIIa, AMC substrate fluorescence, 2 h; inhibition, % at 10 µM; 33,000 tested, 0.2% active; in the data active = inhibition above about 30%;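 also: 0% = enzyme with vehicle only and 100% = no enzyme blank; many of its hits are not listed in these tables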
FXIa single inh = blocks human coagulation factor XIa activity; purified human FXIa, fluorogenic AMC substrate cleavage; inhibition, % at 10 µM; 33,000 tested, 0.3% active; AID 687;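 active = inhibition above 40% in the primary screen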;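 also: 0% = enzyme without compound and 100% = blank wells lacking enzyme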
Target sequence (P03951 19-387 limits assumed): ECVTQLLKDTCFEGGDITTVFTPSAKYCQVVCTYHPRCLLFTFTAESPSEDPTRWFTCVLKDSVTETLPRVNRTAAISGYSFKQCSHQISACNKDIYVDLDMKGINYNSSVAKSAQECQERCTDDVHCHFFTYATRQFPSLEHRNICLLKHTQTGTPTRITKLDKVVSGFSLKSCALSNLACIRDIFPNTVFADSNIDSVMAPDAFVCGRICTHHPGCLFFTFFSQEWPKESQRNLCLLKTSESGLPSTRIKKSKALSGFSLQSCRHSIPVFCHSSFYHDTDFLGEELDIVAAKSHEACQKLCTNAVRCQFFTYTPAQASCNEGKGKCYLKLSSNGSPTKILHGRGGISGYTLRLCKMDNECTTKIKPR
Target sequence (P03951 388-625 limits assumed): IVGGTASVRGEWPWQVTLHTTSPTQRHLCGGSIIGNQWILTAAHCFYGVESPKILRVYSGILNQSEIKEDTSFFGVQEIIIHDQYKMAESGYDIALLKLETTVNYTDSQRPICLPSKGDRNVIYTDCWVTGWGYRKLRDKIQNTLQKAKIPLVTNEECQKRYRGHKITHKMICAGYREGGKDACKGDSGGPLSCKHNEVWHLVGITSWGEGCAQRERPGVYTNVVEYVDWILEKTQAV
* = called active by the depositor.

Results for CC(C)(C)S(=O)(=O)c1nc2ccccc2s1 ?
FXIIa inh: 6; FXIa single inh: 8

How did N#CCSC1=Nc2ccccc2C2=NC(CCC(=O)N3CCN(c4ccccc4)CC3)C(=O)N12 (configuration not stated) do in these assays?
FXIIa inh: 4; FXIa single inh: 4

How did O=C(Nc1nc(-c2ccc(S(=O)(=O)N3CCCC3)cc2)cs1)c1ccco1 do in these assays?
FXIIa inh: 4; FXIa single inh: -5

What do the screens show for `COc1ccccc1CNC(=O)Cn1cccc1`?
FXIIa inh: -1; FXIa single inh: -5

What do the screens show for `CC1(C)C2([N+](=O)[O-])CN(CCO)CC1([N+](=O)[O-])CN(CCO)C2`?
FXIIa inh: -14; FXIa single inh: 5

How did COc1ccccc1-c1nnc(-c2ccc(N3CCOCC3)cc2)o1 do in these assays?
FXIIa inh: -24; FXIa single inh: -5

How did Cc1cc(NC(=O)COC(=O)c2ccc(NS(=O)(=O)c3ccc(C)c(C)c3)cc2)no1 do in these assays?
FXIIa inh: -12; FXIa single inh: 33

How did O=C(CSc1nc2ccccc2c(=O)n1NC(=O)Cc1ccccc1)NCc1ccccc1 do in these assays?
FXIIa inh: 2; FXIa single inh: 1

How did O=C(NCc1ccco1)c1ccc(S(=O)(=O)N2CCOCC2)cc1 do in these assays?
FXIIa inh: -12; FXIa single inh: -11

How did CCN(CC)S(=O)(=O)c1cccc(C(=O)N2CC(O)CC2C(=O)O)c1 (configuration not stated) do in these assays?
FXIIa inh: 6; FXIa single inh: 4

6 entries already listed, ordered by SMILES length, smallest number first.
Results for CC(C)(C)S(=O)(=O)c1nc2ccccc2s1 ?
FXIIa inh: 6; FXIa single inh: 8

How did O=C(NCc1ccco1)c1ccc(S(=O)(=O)N2CCOCC2)cc1 do in these assays?
FXIIa inh: -12; FXIa single inh: -11

How did CCN(CC)S(=O)(=O)c1cccc(C(=O)N2CC(O)CC2C(=O)O)c1 (configuration not stated) do in these assays?
FXIIa inh: 6; FXIa single inh: 4

How did O=C(Nc1nc(-c2ccc(S(=O)(=O)N3CCCC3)cc2)cs1)c1ccco1 do in these assays?
FXIIa inh: 4; FXIa single inh: -5

How did O=C(CSc1nc2ccccc2c(=O)n1NC(=O)Cc1ccccc1)NCc1ccccc1 do in these assays?
FXIIa inh: 2; FXIa single inh: 1

How did Cc1cc(NC(=O)COC(=O)c2ccc(NS(=O)(=O)c3ccc(C)c(C)c3)cc2)no1 do in these assays?
FXIIa inh: -12; FXIa single inh: 33

(further entries)
What do the screens show for `Cc1ccc(C2CC(c3cccc(Br)c3)Nc3nnnn32)cc1` (configuration not stated)?
FXIIa inh: 8; FXIa single inh: 0

What do the screens show for `Cn1c(CNc2nc(-c3ccccc3)cs2)nnc1SCC(=O)c1ccccc1`?
FXIIa inh: 8; FXIa single inh: -1

What do the screens show for `Cc1oc(C(=O)O)cc1COc1ccc2c3c(c(=O)oc2c1C)CCC3`?
FXIIa inh: -7; FXIa single inh: 21

What do the screens show for `COc1ccc(S(=O)(=O)N2CCCC(C(=O)O)C2)cc1Cl` (configuration not stated)?
FXIIa inh: 6; FXIa single inh: -7

What do the screens show for `Cc1nn(-c2cc(N3CCCCC3)ccc2[N+](=O)[O-])c(=O)c2ccccc12`?
FXIIa inh: 12; FXIa single inh: 3

How did CCOC(=O)C1=C(C)NC(=O)NC1c1ccc(Cl)cc1Cl (configuration not stated) do in these assays?
FXIIa inh: 5; FXIa single inh: -1

What do the screens show for `C=CCn1c(O)c(N=NC(=S)Nc2cccc(C)c2)c2ccccc21`?
FXIIa inh: 18; FXIa single inh: 5

What do the screens show for `Cc1csc(NC(=O)CSc2nnc(-c3ccoc3C)o2)n1`?
FXIIa inh: 1; FXIa single inh: 1

How did O=C(NCc1ccc(F)cc1)C1CCCN(C(=O)Nc2ccccc2)C1 (configuration not stated) do in these assays?
FXIIa inh: 3; FXIa single inh: 6

How did CC(C)(C)c1csc(N(CCC#N)CCC#N)n1 do in these assays?
FXIIa inh: 8; FXIa single inh: 1

Copied from the results shown for reference:
Results for CC(C)(C)S(=O)(=O)c1nc2ccccc2s1 ?
FXIIa inh: 6; FXIa single inh: 8

How did N#CCSC1=Nc2ccccc2C2=NC(CCC(=O)N3CCN(c4ccccc4)CC3)C(=O)N12 (configuration not stated) do in these assays?
FXIIa inh: 4; FXIa single inh: 4

(listing goes on)
What do the screens show for `C/C(=C\c1ccccc1)C(=O)Nc1cc(C)on1`?
FXIIa inh: 2; FXIa single inh: 9

What do the screens show for `CC(Cc1ccccc1)N/C=C1\CC(=O)NC1=O` (configuration not stated)?
FXIIa inh: 9; FXIa single inh: -8

Results for COC(=O)Cc1c(C)c2ccc(OC(=O)c3ccccc3)cc2oc1=O ?
FXIIa inh: 8; FXIa single inh: 2

What do the screens show for `O=C(c1cccs1)N1CCN=C1SCc1ccccc1`?
FXIIa inh: -18; FXIa single inh: 1

What do the screens show for `CC(C)(C)CC(C)(C)NCC(O)COc1c(F)cc(Br)cc1F` (configuration not stated)?
FXIIa inh: -3; FXIa single inh: -3

How did CCOC(=O)/C=C1\NC2(CCCCC2)Cc2cc(OC)c(OC)cc21 do in these assays?
FXIIa inh: 6; FXIa single inh: -5

Results for CCOC(=O)c1ccccc1NC(=O)COc1cc(=O)n(CC)c2ccccc12 ?
FXIIa inh: 0; FXIa single inh: -1

What do the screens show for `COc1ccc(C(=O)Nn2c(SCC(=O)NC3CCCC3)nc3ccccc3c2=O)cc1`?
FXIIa inh: -10; FXIa single inh: -7

What do the screens show for `O=C(Nc1c(-c2ccccc2)nc2c(Br)cc(Br)cn12)c1ccco1`?
FXIIa inh: 6; FXIa single inh: -4

Results for Cc1cccc(NC(=O)CN2C(=O)NC(Cc3ccccc3)C2=O)c1 (configuration not stated) ?
FXIIa inh: 7; FXIa single inh: -11

What do the screens show for `O=C1c2ccsc2SCCN1Cc1ccccc1Cl`?
FXIIa inh: 7; FXIa single inh: 8

Results for COC(=O)COc1ccc(Oc2cc(C)nc(SC)n2)nn1 ?
FXIIa inh: 3; FXIa single inh: -1

How did Cc1cc(C)cc(NC(=S)NCC2CCCO2)c1 (configuration not stated) do in these assays?
FXIIa inh: 12; FXIa single inh: 10

What do the screens show for `CC(=O)Nc1cccc(-c2cnc3ccccc3n2)c1`?
FXIIa inh: 3; FXIa single inh: 15

How did COCC(=O)Nc1cc(OC)cc(OC)c1 do in these assays?
FXIIa inh: 3; FXIa single inh: 10

Results for Cc1c(NC(=O)C2(c3ccc(Cl)cc3)CCCC2)c(=O)n(-c2ccccc2)n1C ?
FXIIa inh: 2; FXIa single inh: 3

What do the screens show for `CCN(CC)c1ccc(/C=C2\C(=O)N(c3ccc([N+](=O)[O-])cc3)N=C2N2CCOCC2)cc1`?
FXIIa inh: 8; FXIa single inh: 13

Results for Cc1c(Cl)cccc1Nc1nc(N)nc(CN2CCCCCC2)n1 ?
FXIIa inh: 3; FXIa single inh: 16

Results for O=C(O)Cn1nnnc1SCC(=O)Nc1ccc(OC(F)(F)F)cc1 ?
FXIIa inh: 3; FXIa single inh: -2

Results for CCN(CC)c1ccc(/C=C2/C(=O)N(c3ccc([N+](=O)[O-])cc3)N=C2N2CCOCC2)cc1 ?
FXIIa inh: -9; FXIa single inh: -10

Results for Cn1c(SCc2nc3ccccc3c(=O)[nH]2)nnc1-c1ccco1 ?
FXIIa inh: 6; FXIa single inh: 4

Results for CCCn1c(=O)[nH]c2ccccc21 ?
FXIIa inh: 1; FXIa single inh: -7

How did CCOC(=O)NCN1C(=O)C2C3C=CC(C3)C2C1=O (configuration not stated) do in these assays?
FXIIa inh: -12; FXIa single inh: -10

What do the screens show for `[O-]/C(=C(\C(=S)NCc1ccco1)[n+]1ccccc1)c1ccccc1Br`?
FXIIa inh: 6; FXIa single inh: -4

How did CCOC(=O)CNC(=O)c1ccc2c(c1)OCCO2 do in these assays?
FXIIa inh: 7; FXIa single inh: 0

How did CCCCCCCCCS(=O)(=O)N/N=C/c1cccc([N+](=O)[O-])c1 do in these assays?
FXIIa inh: 7; FXIa single inh: 9

How did O=C(CNCC1CCCCC1)Nc1ccccc1N1CCCCC1 do in these assays?
FXIIa inh: 3; FXIa single inh: 8

How did C/C(=N/NC(=O)c1cc(C2CC2)[nH]n1)c1cccs1 do in these assays?
FXIIa inh: 6; FXIa single inh: 4

Results for COC(=O)c1cc(OC)c(OC)cc1NC(=O)Nc1ccc(OC)cc1OC ?
FXIIa inh: 9; FXIa single inh: 3

What do the screens show for `Cc1ccc2c(c1)N(CC(=O)NCc1ccco1)C(=O)CO2`?
FXIIa inh: -16; FXIa single inh: 2

How did O=C(NC1CC2CCC1C2)C1COc2ccccc2O1 (configuration not stated) do in these assays?
FXIIa inh: -2; FXIa single inh: 4

Results for O=C(NS(=O)(=O)c1ccccc1)c1ccccc1 ?
FXIIa inh: -11; FXIa single inh: 26

How did CCOC(=O)CSc1nc2ccc(C)cc2cc1C#N do in these assays?
FXIIa inh: 0; FXIa single inh: 2

How did COc1ccc(NC(=O)COC(=O)Cn2c(C)nc3ccccc32)cc1OC do in these assays?
FXIIa inh: 3; FXIa single inh: -2

What do the screens show for `CCOc1ccc(CN2CCCN(C)CC2)cc1`?
FXIIa inh: 10; FXIa single inh: -5

How did CC(C(=O)Nc1ccccc1C(=O)N1CCCC1)n1nnc2ccccc21 (configuration not stated) do in these assays?
FXIIa inh: 6; FXIa single inh: -4

How did Cc1ccc(N2C(=O)N(CC(=O)N(C)Cc3ccccc3)C(=O)C2C)cc1 (configuration not stated) do in these assays?
FXIIa inh: -13; FXIa single inh: 31

Results for Cc1cc(C)c2c(=O)[nH]c(SCC(=O)NCCc3ccccc3)nc2n1 ?
FXIIa inh: 23; FXIa single inh: 0

What do the screens show for `Cc1oc(C(C)(C)C)cc1C(=O)Nc1ccc2c(c1)OCCO2`?
FXIIa inh: 5; FXIa single inh: -3

What do the screens show for `CSc1nc2sc3c(c2c(=O)n1C1CCCCC1)CCN(C)C3`?
FXIIa inh: 7; FXIa single inh: -2

What do the screens show for `Cc1sc2nc(CN3CCOCC3)nc(NS(=O)(=O)c3ccccc3)c2c1C`?
FXIIa inh: 7; FXIa single inh: 18

How did COC(=O)c1ccc(COC(=O)c2ccc(S(=O)(=O)N3CCC(C)CC3)cc2)o1 do in these assays?
FXIIa inh: 3; FXIa single inh: 5

How did COc1cc2c(cc1OC)CN(CC(=O)Nc1ccc(C)cc1)CC2 do in these assays?
FXIIa inh: 9; FXIa single inh: -8

Results for CC(C)CNS(=O)(=O)c1cc(C(=O)N2CC(C)OC(C)C2)c(Cl)cc1Cl (configuration not stated) ?
FXIIa inh: 7; FXIa single inh: -2

Results for CCOC(=O)CNC(=O)CSc1nc2sc(C)c(C)c2c(=O)n1C ?
FXIIa inh: 8; FXIa single inh: 1

How did Cc1cc(C)c2nc(SCC(=O)Nc3ccc(S(=O)(=O)N4CCCC4)cc3)c(C)cc2c1 do in these assays?
FXIIa inh: 11; FXIa single inh: 0

How did CC(=O)NCCN1C(=O)C2C3c4ccccc4C(c4ccccc43)C2C1=O (configuration not stated) do in these assays?
FXIIa inh: 10; FXIa single inh: -5

Results for CC(N1CCOC1=O)S(=O)(=O)c1ccccc1 (configuration not stated) ?
FXIIa inh: -1; FXIa single inh: -2

What do the screens show for `Cc1ccc(C(=O)CSc2ccccn2)cc1`?
FXIIa inh: 5; FXIa single inh: -5

How did Cc1ccc(CNC(=O)C2CCN(S(=O)(=O)c3cnc[nH]3)CC2)cc1 do in these assays?
FXIIa inh: 13; FXIa single inh: -3

Results for O=C(Nc1nnc(-c2ccco2)o1)C1CCCCC1 ?
FXIIa inh: 5; FXIa single inh: 11

How did O=C(CCc1nc(-c2ccccc2)no1)NCc1ccco1 do in these assays?
FXIIa inh: -8; FXIa single inh: -2

How did Cc1cc(C)n(C(=O)CNc2ccc(C)c(C)c2)n1 do in these assays?
FXIIa inh: 3; FXIa single inh: -3

What do the screens show for `O=c1cc(-c2ccccc2)nc2n1Cc1ccccc1-2`?
FXIIa inh: 8; FXIa single inh: 7

What do the screens show for `N/C(=N\OC(=O)Nc1ccc(Cl)cc1)c1ncc(C(F)(F)F)cc1Cl`?
FXIIa inh: 5; FXIa single inh: 7

What do the screens show for `Cc1noc(N)c1C(=O)Nc1ccc(C(C)(C)C)cc1`?
FXIIa inh: 4; FXIa single inh: 3

How did Cc1oc(C)c(C(N)=O)c1C(N)=O do in these assays?
FXIIa inh: 4; FXIa single inh: 0

Results for Cc1cccc(N/C=C/c2onc(C)c2[N+](=O)[O-])c1 ?
FXIIa inh: 7; FXIa single inh: 6

How did CCc1nnc(NCn2nc(C)cc2C)s1 do in these assays?
FXIIa inh: 1; FXIa single inh: -4

How did COc1ccccc1CN(CC(=O)NCc1ccc2c(c1)OCO2)C(=O)c1ccc2c(c1)OCCO2 do in these assays?
FXIIa inh: 6; FXIa single inh: 2

The final four records of the part before open the next one:
How did Cc1oc(C)c(C(N)=O)c1C(N)=O do in these assays?
FXIIa inh: 4; FXIa single inh: 0

Results for Cc1cccc(N/C=C/c2onc(C)c2[N+](=O)[O-])c1 ?
FXIIa inh: 7; FXIa single inh: 6

How did CCc1nnc(NCn2nc(C)cc2C)s1 do in these assays?
FXIIa inh: 1; FXIa single inh: -4

How did COc1ccccc1CN(CC(=O)NCc1ccc2c(c1)OCO2)C(=O)c1ccc2c(c1)OCCO2 do in these assays?
FXIIa inh: 6; FXIa single inh: 2

How did COCCn1nnnc1CN(CCc1ccc(OC)c(OC)c1)Cc1cc2ccc(C)cc2[nH]c1=O do in these assays?
FXIIa inh: -15; FXIa single inh: -1

Results for Cc1ccccc1NCCNc1ccccc1C ?
FXIIa inh: -2; FXIa single inh: -3

How did Cc1cccc(CN2CCN(C(c3ccccc3)c3ccc(Cl)cc3)CC2)c1 (configuration not stated) do in these assays?
FXIIa inh: 9; FXIa single inh: 5

How did CC(NC(=O)NC1CCCCC1)C(c1cccs1)N1CCN(c2ccccc2)CC1 (configuration not stated) do in these assays?
FXIIa inh: 5; FXIa single inh: 5

What do the screens show for `COc1ccc(Nc2nc(CC(C)=O)ns2)cc1`?
FXIIa inh: 7; FXIa single inh: -4

How did O=C(CSc1nc(-c2ccccc2)cc(=O)[nH]1)N1CCc2ccccc21 do in these assays?
FXIIa inh: 2; FXIa single inh: -1

Results for Cc1ccc(N=Cc2ccc(N(C)C)cc2)cc1 ?
FXIIa inh: 6; FXIa single inh: 10

These rows are one share of the data. The share of hits here may be higher or lower than overall.
